# GAA glycogen mod = GAA glycogen-cleavage inhibition or activation | P10253 | recombinant GAA, glycogen substrate, Amplex Red glucose oxidase fluorescence | Potency, µM (doses to about 76.4 µM), for inactives: top-dose activity change, negative = inhibition, actives largely listed as inhibitors | 0.38% of 300,000 active; active = well fitted inhibition curve with a large enough effect; inconclusive = small, poorly fitted or top-dose-only effect, or another doubt; inactive = no such curve, though single readings can be large or run the other way;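 also: 0% = full enzyme reaction and -100% = no-enzyme basal signal; the screen sought inhibitors and activators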
#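 Recombinant human alpha-glucosidase (4 nM final) hydrolysed bovine liver glycogen (30 ug) for 40 min at 37 C in pH 5.0 citrate/phosphate with 0.01% Tween-20. Released glucose detected by glucose oxidase/Amplex Red, Ex 573/Em 610 nm. Compounds up to 77 uM; AC50 from Hill fits.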
# Active calls of the source: *; ? = inconclusive; [ ] = another dose, or the depositor's remark. Potency is read from the fitted curve at half-maximal effect. This is a subset; rates above refer to the full screens.
SMILES,GAA glycogen mod
CC1Cc2ccccc2N1C(=O)C1CC(=O)N(c2ccccc2)C1 (configuration not stated),-8.7%
CCOc1ccc(N(CC(=O)NCCSCc2ccccc2)S(=O)(=O)c2ccccc2)cc1,0.2%[76.3 µM]
O=C(NCc1ccccn1)Nc1ccc(Cl)cc1Cl,4.3%[76.3 µM]
COc1ccc([C@]23Cc4ccccc4C(O2)C2=C(O3)C(=O)c3ccccc3C2=O)cc1,14.2%[15.3 µM]
COCCNC(=O)CSc1nnc(NC(=O)C2CC(=O)N(c3ccccc3OC)C2)s1 (configuration not stated),0.8%[76.3 µM]
C=C(C)CSc1nc2sc3c(c2c(=O)n1-c1ccccc1)CCN(C)C3,-2.4%
CCN(c1ccc(Cl)cc1)S(=O)(=O)c1nnc(NC(=O)C(C)C)s1,9.3%
Cc1ccc(-c2noc(C3CCCN(C(=O)c4ccccc4Br)C3)n2)o1 (configuration not stated),3.0%
COC(C(=O)Nc1ccnn1C1CCN(Cc2cccc(C)n2)CC1)c1ccccc1 (configuration not stated),3.2%[76.3 µM]
O=C(CN1C(=O)COc2ccc(S(=O)(=O)N3CCOCC3)cc21)NCc1ccc(F)cc1,16.2%[76.3 µM]
COc1ccc2[nH]c(C(=O)O)c(NC(=O)c3cc(OC)c(OC)c(OC)c3)c2c1,3.4%
O=C(NC1CCCCC1)C1CCN(c2ncccn2)CC1,5.0%
COc1ccc(-n2nc(C(=O)NCC(=O)N3CCC(C)CC3)c3ccccc3c2=O)c(OC)c1,-10.0%
COc1ccccc1COc1ccc2c(C)c(CCC(=O)O)c(=O)oc2c1C,-4.2%
CC1=C/C(=C(\c2cc(C)c(O)c(Br)c2)c2ccccc2S(=O)(=O)O)C=C(Br)C1=O,2.8%[76.3 µM]
CCOc1ccccc1/C=N/NC(=O)c1cc(C(C)C)[nH]n1,3.2%
O=C(NCCc1ccccc1)C1CCCN(C(=O)Nc2ccc(F)cc2)C1 (configuration not stated),-5.8%[76.3 µM]
O=C1CN(C(=O)N[C@@H](Cc2ccccc2)C(=O)N[C@@H](C(=O)O)c2ccccc2)c2ccccc2N1,-4.4%[76.3 µM]
COc1ccc(N2CCN(CC(=O)Nc3ncc(C)s3)CC2)cc1,0.2%
C=CCn1c(=N)n(CC(=O)c2ccc(Cl)cc2)c2ccccc21,-2.9%
COc1ccc(Cc2nnc(NC(=O)c3cc(OC)c(OC)c(OC)c3)s2)cc1,-7.1%[76.3 µM]
O=C(COc1ccc([N+](=O)[O-])cc1)NNC(=O)Nc1cccc(F)c1,6.0%[76.3 µM]
CC1=C([N+](=O)[O-])C(c2ccccc2Cl)NC(=O)N1 (configuration not stated),-11.3%[76.3 µM]
CCOc1ccccc1Nc1cc(-c2ccccc2)nc(C)n1,6.1%[76.3 µM]
CC(C)c1cc(C(=O)N/N=C/c2ccoc2)cs1,-2.1%[76.3 µM]

# Next part:
SMILES,GAA glycogen mod
O=[N+]([O-])c1cccc(-c2nnc(-c3ccccc3F)o2)c1,3.0%[76.3 µM]
CC(=O)c1cccc(NC(=O)c2ccc(C)c(S(=O)(=O)N3CCOCC3)c2)c1,-4.8%
COc1ccc(/C=N/Nc2nc(C)cc(-c3ccccc3)n2)cc1OC,-0.6%[76.3 µM]
CC(=O)N1CCSc2ccc(S(=O)(=O)NCCc3cccc(C)c3)cc21,-5.6%[76.3 µM]
O=S(=O)(Cc1cc(Cl)nc(-c2cccnc2)n1)c1ccccc1,-4.3%[76.3 µM]
CS(=O)(=O)CCC(C(=O)Nc1cccc(C(F)(F)F)c1)N1Cc2ccccc2C1=O (configuration not stated),-12.3%[76.3 µM]
O=C(CCN1C(=O)/C(=C/c2ccc(F)cc2)SC1=S)NC1C=CS(=O)(=O)C1 (configuration not stated),-5.0%[76.3 µM]
COc1cc(Cn2nnc3ccccc32)ccc1O,-3.1%[76.3 µM]
CN(C)CCn1c(SCc2ccccc2C#N)nc2c(sc3ccccc32)c1=O,-0.1%
Cc1cc(Cl)ccc1OCC(=O)N(Cc1cccs1)C1CCS(=O)(=O)C1 (configuration not stated),-1.5%
CCn1c(C)nnc1SCC(=O)NC1CCCCCC1,6.0%[76.3 µM]
O=C(N/N=C/c1ccccn1)c1ccc([N+](=O)[O-])cc1Cl,15.6%[76.3 µM]
CCOc1ccc(-c2cc(C(=O)Nc3ccc(NC(C)=O)cc3)no2)cc1,12.5%[76.3 µM]
Cc1cccc(CCNS(=O)(=O)c2cc3c(cc2C)NC(=O)CO3)c1,-4.6%[76.3 µM]
COc1cc2sc(C)nc2c2ccccc12,1.4%
O=C(CN(c1cccc([N+](=O)[O-])c1)S(=O)(=O)c1ccccc1)N1CCCCC1,-0.6%
CC(C)(Cc1ccc(O)cc1)NC(=O)CC(=O)N/N=C/c1ccc(Cl)cc1,22.1%[76.3 µM]
COc1ccc(CCNC(=O)COc2ccc(S(=O)(=O)N3CCOCC3)cc2C)cc1,-9.1%[76.3 µM]
Cc1cc(C(=O)CS(=O)(=O)c2ccccc2)cc(C)c1O,-4.3%
COc1ccc(N2CCN(S(=O)(=O)c3ccc4c(c3)CC(=O)N4)CC2)cc1,59.8µM*
CCN(CC)c1ccc(-c2sc(Nc3ccccc3)n[n+]2-c2ccc(F)cc2)cc1,-11.9%[76.3 µM]
CC(=O)Nc1ccc(NC(=O)C(C)OC(=O)CSc2ccc(Br)cc2C)cc1 (configuration not stated),-8.5%[76.3 µM]
Cc1ccc(C)c(N2CCN(C(=O)C(C)n3nc(C)c4sc5ccccc5c4c3=O)CC2)c1 (configuration not stated),6.1%[76.3 µM]
O=C(Nc1cccc(Cl)c1)OCCOc1ccccc1,-8.8%[76.3 µM]
CCC1(C)Cc2c(sc3nc(SC)[nH]c(=S)c23)CO1 (configuration not stated),2.4%

# Some of the entries so far, with values ahead of the structure:
GAA glycogen mod | Molecule
-4.8% | CC(=O)c1cccc(NC(=O)c2ccc(C)c(S(=O)(=O)N3CCOCC3)c2)c1
-0.6%[76.3 µM] | COc1ccc(/C=N/Nc2nc(C)cc(-c3ccccc3)n2)cc1OC
-5.6%[76.3 µM] | CC(=O)N1CCSc2ccc(S(=O)(=O)NCCc3cccc(C)c3)cc21
-4.3%[76.3 µM] | O=S(=O)(Cc1cc(Cl)nc(-c2cccnc2)n1)c1ccccc1
-12.3%[76.3 µM] | CS(=O)(=O)CCC(C(=O)Nc1cccc(C(F)(F)F)c1)N1Cc2ccccc2C1=O (configuration not stated)

# Next compounds.
SMILES,GAA glycogen mod
COCCNC(=O)CN1C(=O)/C(=C/c2ccccc2)Oc2ccc(C(C)(C)C)cc21,-7.5%
Cc1ccc(CNC(=O)CCCc2cn(C)c3ccccc23)cc1,-3.3%
COc1ccc(-c2sc3ccccc3c2C#CCCO)cc1,-14.3%[76.3 µM]
CCC(NC(=O)Cc1cccs1)c1ccccc1 (configuration not stated),3.3%[76.3 µM]
CCCC(C(=O)NC1CCCC1)N(CC1CCCO1)C(=O)CNS(=O)(=O)c1ccc(F)cc1 (configuration not stated),-4.0%
CCCCOC(=O)C1=C(C)NC(=O)NC1c1ccccc1 (configuration not stated),-13.5%[0.611 µM]
Cc1ccc(CNC(=O)C2CCN(C(=O)N3CC(C)Oc4ccc(Cl)cc43)CC2)cc1 (configuration not stated),23.6%[76.3 µM]
COc1ccc(C(=O)COC(=O)COc2cc(C)cc(C)c2)cc1,-3.4%[76.3 µM]
COCCCNC(=O)c1nc2ccccc2c(=O)n1NC(=O)Nc1c(Cl)cccc1Cl,-0.8%
COc1ccc(Nc2oc(-c3ccc(COc4ccccc4)o3)nc2C#N)cc1,?
Cc1ccc(N(CC(=O)NC2CCCCC2)C(=O)CNC(=O)c2ccco2)c(C)c1,6.1%
CCc1ccc(NC(=S)N2CCCC2)cc1,-5.3%[76.3 µM]
COCCNc1nnc(Cc2ccc(Cl)cc2)c(=O)[nH]1,3.6%
Cc1sc2ncnc(N3CCN(S(=O)(=O)c4ccc(F)cc4)CC3)c2c1C,-6.4%
O=C(NNC(=S)Nc1cccc(Cl)c1)c1ccccc1,2.7%[76.3 µM]
COc1ccc(-n2nc(C(=O)NCC(=O)NCc3ccc(F)cc3)c3ccccc3c2=O)cc1OC,3.9%
CCC(=O)c1ccc(OCC(O)CNC2CCCC2)cc1 (configuration not stated),11.2%[76.3 µM]
CCN(CC)CCNc1nc(SC)nc2sc3c(c12)CCN(C)C3,9.7%
O=C(N/N=C/c1ccco1)c1cc(-c2ccncc2)nc2ccccc12,3.5%[76.3 µM]
O=C(NC1CCCC1)c1ccc(CS(=O)(=O)Cc2ccccc2Cl)o1,-3.2%[76.3 µM]
COc1ccc(OC)c(/C=N\NC(=O)c2c(C)nc3cc(C)ccn23)c1,-10.4%[76.3 µM]
CCc1nnc(NC(=O)c2cccc(S(=O)(=O)N3CCCCC3)c2)s1,4.5%[76.3 µM]
Cc1ccc(S(=O)(=O)N(C)C)cc1NC(=O)C(C)N(C)Cc1sccc1C (configuration not stated),-7.6%
CN(C)CCNC(=O)C(=O)NCC(c1cccnc1)N1CCN(c2ccccc2)CC1 (configuration not stated),-12.6%[76.3 µM]
CCc1cc2ccc(C)c(C)c2nc1SCC(=O)Nc1cc(C)on1,2.3%

# Molecules listed so far that contain an NH in an aromatic ring, in the order listed:
SMILES,GAA glycogen mod
COc1ccc2[nH]c(C(=O)O)c(NC(=O)c3cc(OC)c(OC)c(OC)c3)c2c1,3.4%
CCOc1ccccc1/C=N/NC(=O)c1cc(C(C)C)[nH]n1,3.2%
CCC1(C)Cc2c(sc3nc(SC)[nH]c(=S)c23)CO1 (configuration not stated),2.4%
COCCNc1nnc(Cc2ccc(Cl)cc2)c(=O)[nH]1,3.6%

# Continued.
SMILES,GAA glycogen mod
N#C/C(=C\c1ccc(O)c(Br)c1)C(=O)N1CCCCC1,8.6%[76.3 µM]
O=C(NC1CCN(Cc2ccccc2)CC1)c1ccccc1OCc1ccccc1,1.6%
CCCN1CCN(CCCNC(=O)c2ccc3c(=O)n(CCc4ccccc4)c(=O)[nH]c3c2)CC1,-6.4%
CC(C)(C)C(O)C(Cc1ccccc1Cl)n1cncn1 (configuration not stated),-1.9%
CCN1CCN(c2cc(C)c3cc(NC(=S)NCCN(C)C)ccc3n2)CC1,-12.4%
C=CCOc1cccc(CNCc2ccncc2)c1,-5.2%[76.3 µM]
COc1ccc2c(c1)c(C(C)=O)c(C)n2CCc1ccccc1,-2.8%
COC(=O)c1c(NC(=O)Cc2ccccc2)sc2c1CC(C)(C)NC2(C)C,13.2%[76.3 µM]
COc1ccc(C2NC(=O)NC(C)=C2C(=O)OCC2CCCCC2)cc1OC (configuration not stated),-10.6%
CCCN(Cc1cccs1)C(=O)Nc1ccc(Br)c(C)c1,-21.4%[76.3 µM]
COc1ccc(S(=O)(=O)NCCc2nnc3ccc(SCC(=O)Nc4ccc(C(F)(F)F)cc4)nn23)cc1,-2.5%[76.3 µM]
COc1ccc(OC)c(S(=O)(=O)N2CCC(C(=O)N3CCN(c4ccc(F)cc4)CC3)CC2)c1,-10.8%[76.3 µM]
Clc1ccc(-c2nnc(-c3ccccc3)o2)cn1,-10.9%
Cc1ccc(C(=O)N(CC(=O)NC2CCCC2)c2ccccc2Cl)s1,-2.9%
CC1=CC(c2ccc(Cl)cc2)n2nc(NC(=O)CCCC(=O)O)nc2N1 (configuration not stated),1.6%
O=C(Nc1cccc(C(=O)NC2CCCCC2)c1)c1ccccc1,-6.9%
COc1ccccc1OCCNC(=O)C1CCN(C(C)=O)CC1,-12.4%
CC(C)(C)C(=O)Cn1ncc(N2CCOCC2)c(Cl)c1=O,-7.2%
C=C(C)Cn1c(NCCC)nc2c1c(=O)n(C)c(=O)n2C,15.9%[76.3 µM]
C=CCC1(CC=C)CCCN1C(=O)c1cc(COc2cccc(C(F)(F)F)c2)on1,-15.6%[76.3 µM]
COc1ccc(OC)c(N(CC(=O)NC2CC3CCC2C3)S(=O)(=O)c2ccccc2)c1 (configuration not stated),3.9%
COc1ccc(Cc2nnc(NC(=O)Nc3ccccc3OC)s2)cc1,0.4%
CNc1c(NS(=O)(=O)c2ccc(OC)cc2)c(=O)oc2ccccc12,-0.7%
COc1ccc(C(=O)NC(C)CCc2ccccc2)cc1[N+](=O)[O-] (configuration not stated),-5.7%[76.3 µM]
O=C(NCc1cccnc1)c1ccccc1NC(=O)c1c(F)cccc1F,3.4%[76.3 µM]

# Next part:
SMILES,GAA glycogen mod
CC1CCN(S(=O)(=O)c2cn(CC(=O)Nc3ccc(C#N)cc3)cn2)CC1,-18.2%[76.3 µM]
CCOC(=O)C1CCN(S(=O)(=O)c2ccc3c(c2)CC(=O)N3)CC1,14.1µM*
CC(=O)Nc1ccc(S(=O)(=O)N2CCC(C(=O)NCc3cccnc3)CC2)cc1,-5.4%[76.3 µM]
C=CCNC(=S)NNc1nc(N2CCCC2)nc(N2CCCC2)n1,?
Cc1ccc(C)c(S(=O)(=O)N2CCCOC2CNC(=O)C(=O)NCc2ccccc2)c1 (configuration not stated),-2.9%[76.3 µM]
COc1ccc(CN(C)CC(=O)Nc2cccc3ccccc23)cc1F,-2.2%[76.3 µM]
Cc1ccccc1NC(=O)Cc1nc(COC(=O)CSc2ccccc2)cs1,0.0%[76.3 µM]
CCCC(=O)Nc1c(C(=O)N2CCN(c3ccccc3)CC2)oc2ccccc12,-11.6%[76.3 µM]
CCC1CCCCN1C(=O)c1ccc([N+](=O)[O-])o1 (configuration not stated),-8.7%
COc1cccc(CN2CCN(Cc3cccc(Oc4ccccc4)c3)CC2)c1OC,5.4%

# Assay outcomes from PubChem.
